Screening results: PubChem, The Scripps Research Institute Molecular Screening Center
SIAE primary = human SIAE inhibition, primary screen. SIAE FP-Rh probe binding, fluorescence polarization. inhibition, % at 9.66 µM. hit rate 0.69% among 370,000;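 active means inhibition above a cutoff: mean of compounds within the control limits plus 3 SD of those, cut at about 17% in these data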;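 further: 0% = plate median of compound wells and 100% = probe without SIAE protein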
Target sequence (Q9HAT2 whole entry, looked up): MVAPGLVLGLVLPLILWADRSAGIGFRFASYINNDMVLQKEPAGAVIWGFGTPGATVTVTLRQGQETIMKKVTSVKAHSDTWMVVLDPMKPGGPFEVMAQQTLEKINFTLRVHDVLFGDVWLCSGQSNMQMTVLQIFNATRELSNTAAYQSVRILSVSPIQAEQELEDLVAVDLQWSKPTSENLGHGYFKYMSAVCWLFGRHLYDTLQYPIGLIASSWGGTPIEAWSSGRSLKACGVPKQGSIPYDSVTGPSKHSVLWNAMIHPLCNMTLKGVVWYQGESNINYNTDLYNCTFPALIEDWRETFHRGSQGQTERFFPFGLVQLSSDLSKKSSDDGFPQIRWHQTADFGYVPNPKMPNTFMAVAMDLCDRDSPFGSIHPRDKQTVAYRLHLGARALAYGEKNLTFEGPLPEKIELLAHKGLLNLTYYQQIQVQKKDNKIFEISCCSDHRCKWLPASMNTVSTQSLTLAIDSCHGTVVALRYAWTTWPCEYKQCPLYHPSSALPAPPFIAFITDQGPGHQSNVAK
DDE Tn6 FP inh = inhibitors of Tn6 peptide binding to human fibrin DD(E); P02675; Fibrin DD(E) TRITC-Tn6 fluorescence polarization displacement; inhibition, % at 8.3 µM; hit rate 0.21% among 370,000;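 active means inhibition above a per-campaign cutoff: mean of compounds within control limits plus 3 SD, cut at about 15% in these data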;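 further: 0% = median of all compound wells on the plate and 100% = blocking peptide control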
KLK7 zymogen act = activates the human kallikrein-7 zymogen. purified proKLK7, EDANS-DABCYL substrate fluorescence; 100% is mature enzyme control, 0% vehicle. activation, % at 7 µM. hit rate 0.9% among 370,000. AID 652039;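 active means activation above the mean of all tested compounds plus 3 SD, computed per campaign excluding outliers beyond control limits, cut at about 13% in these data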
PRMT1 inh = inhibitors of human PRMT1. recombinant PRMT1, activity-based probe fluorescence polarization. hit rate 1.3% among 370,000. AID 652257. inhibition, % at 2.79 µM;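 active means inhibition above about 21% made by adding two undisclosed values, limit read from the data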
Target sequence (Q99873 whole entry, looked up): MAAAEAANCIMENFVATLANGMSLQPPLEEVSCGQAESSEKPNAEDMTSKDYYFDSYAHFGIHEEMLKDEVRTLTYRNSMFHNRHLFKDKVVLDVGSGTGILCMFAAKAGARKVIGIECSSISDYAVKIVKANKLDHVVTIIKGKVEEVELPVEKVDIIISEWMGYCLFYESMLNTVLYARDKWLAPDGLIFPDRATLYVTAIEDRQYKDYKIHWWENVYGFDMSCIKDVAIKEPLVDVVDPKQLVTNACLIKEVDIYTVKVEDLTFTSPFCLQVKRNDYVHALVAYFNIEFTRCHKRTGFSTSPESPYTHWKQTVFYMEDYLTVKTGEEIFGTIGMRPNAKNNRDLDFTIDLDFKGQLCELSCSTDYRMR
Tn7 DDE FP = inhibitors of Tn7 peptide binding to human fibrin DD(E). AID 720508. FP displacement of FITC-Tn7 peptide from fibrin DD(E); 0% = median of compound wells per plate. inhibition, % at 8.3 µM. P02675. hit rate 0.13% among 370,000;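 active means inhibition above the mean of compounds falling within the control limits plus 3 SD of them, cut at about 14% in these data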;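 further: 0% = plate median of compound wells and 100% = 10 µM Aha-Tn7 peptide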
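Also added: labelled Tn7 tracer, 0.1 µM; Assay system: human fibrin DD(E) protein; Amount: 2 µM fibrin DD(E); Schedule: 10 min compound pre-incubation, 3 h probe incubation at room temperature; Repeats: one replicate per compound; Read-out basis: percent inhibition; Measured by: fluorescence polarization of the labelled Tn7 tracer.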
TCR-CD3 inh = inhibitors of human TCR-CD3 interaction. TAMRA-labeled TCR probe fluorescence, biochemical. inhibition, % at 9.4 µM. hit rate 0.37% among 360,000; in the data active means inhibition above about 19%;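 further: recombinant mutant TCR 2C K166C tagged with TAMRA read by polarization; 0% = receptor in buffer alone and 100% = receptor with positive control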
UHRF1 MBD2 ctr = UHRF1 methyl-DNA binding inhibition. UHRF1 binding to methylated oligo, TR-FRET. inhibition, % at 4.4 µM. hit rate 0.75% among 370,000. AID 687016; in the data active means inhibition above about 21%;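 further: UHRF1 SRA domain binding a hemimethylated CpG hairpin DNA probe; 0% = median of test compound wells and 100% = reference inhibitor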
LEDGF integ inh = blocks HIV-1 LEDGF/p75-dependent DNA integration; TR-FRET IN-LEDGF/p75 DNA integration, Eu/Cy5; inhibition, % at 3.7 µM; hit rate 0.64% among 370,000; AID 743269;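 active means inhibition above the screen-wide mean plus 3 SD, cut at about 13% in these data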;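 further: signal is the Cy5 over europium emission ratio at 671 and 618 nm; 0% = plate median of compound wells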
TDP2 inh = blocks human TDP2 phosphodiesterase activity; hit rate 0.34% among 370,000; O95551; inhibition, % at 12.8 µM; recombinant TDP2, T5PNP hydrolysis, p-nitrophenol absorbance 415 nm;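 active means inhibition above the mean of all tested compounds plus 3 SD, set per campaign, cut at about 25% in these data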;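 further: 0% = DMSO with enzyme and 100% = buffer with substrate but no TDP2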
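Material: recombinant human TDP2; quantity: TDP2 enzyme at 120 nM final; medium: Tris-HCl pH 7.5 with MgCl2; compound: single concentration, 12.8 µM nominal, with 1% DMSO; incubation: 2 h enzyme incubation at 37 °C; signal: epi absorbance; measure: percent inhibition; benchmarks: high control without enzyme, low control DMSO plus TDP2; repeats: singlicate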
MBD2 inh = MBD2-methylated oligo binding inhibition; inhibition, % at 4.4 µM; TR-FRET, MBD2 binding to methylated oligonucleotide; hit rate 0.31% among 370,000; in the data active means inhibition above about 13%
Active calls of the source: *.

What do the screens show for `NC1=NC(=O)/C(=C/c2ccc(-c3ccc(S(N)(=O)=O)cc3)o2)S1`?
SIAE primary: -11; DDE Tn6 FP inh: -13; KLK7 zymogen act: 5.6; PRMT1 inh: 4; Tn7 DDE FP: 2; TCR-CD3 inh: -5; UHRF1 MBD2 ctr: -14; LEDGF integ inh: -4; TDP2 inh: 6; MBD2 inh: -4

What do the screens show for `CC(C)(C)c1cc(C(=O)NCc2cc(F)cc3c2OCOC3)n(Cc2ccccc2)n1`?
SIAE primary: 3; DDE Tn6 FP inh: -5; KLK7 zymogen act: 0.0; PRMT1 inh: -3; Tn7 DDE FP: 2; TCR-CD3 inh: 4; UHRF1 MBD2 ctr: 0; LEDGF integ inh: -1; TDP2 inh: 3; MBD2 inh: -2

Results for CCC1(CC)NC(=O)N(CC(=O)N2CCN(c3ccccc3F)CC2)C1=O ?
SIAE primary: 1; DDE Tn6 FP inh: 5; KLK7 zymogen act: 0.7; PRMT1 inh: -3; Tn7 DDE FP: -7; TCR-CD3 inh: -2; UHRF1 MBD2 ctr: -1; LEDGF integ inh: 3; TDP2 inh: -7; MBD2 inh: 1

How did COc1ccc(-c2nn3c(C4CCCCC4)nnc3s2)cc1OC do in these assays?
SIAE primary: 1; DDE Tn6 FP inh: 5; KLK7 zymogen act: -0.5; PRMT1 inh: 14; Tn7 DDE FP: -5; TCR-CD3 inh: 0; UHRF1 MBD2 ctr: 6; LEDGF integ inh: 1; TDP2 inh: 1; MBD2 inh: 8

How did CCOc1ccc(C(=O)Nc2ccc3c(c2)OCCO3)cc1[N+](=O)[O-] do in these assays?
SIAE primary: -3; DDE Tn6 FP inh: 5; KLK7 zymogen act: -0.7; PRMT1 inh: -2; Tn7 DDE FP: 0; TCR-CD3 inh: -4; UHRF1 MBD2 ctr: 2; LEDGF integ inh: 2; TDP2 inh: -11; MBD2 inh: -1

Results for Oc1c(CN2CCOCC2)cc(-c2ccccc2)cc1CN1CCOCC1 ?
SIAE primary: 6; DDE Tn6 FP inh: 8; KLK7 zymogen act: -0.6; PRMT1 inh: -3; Tn7 DDE FP: 4; TCR-CD3 inh: 3; UHRF1 MBD2 ctr: 4; LEDGF integ inh: 1; TDP2 inh: -3; MBD2 inh: 10

Results for CCC1Oc2ccc(C)cc2N(CC(=O)NCCCN2CCCCC2CC)C1=O (stereo not drawn) ?
SIAE primary: -8; DDE Tn6 FP inh: 0; KLK7 zymogen act: -0.3; PRMT1 inh: -1; Tn7 DDE FP: -9; TCR-CD3 inh: -4; UHRF1 MBD2 ctr: -2; LEDGF integ inh: -2; TDP2 inh: -4; MBD2 inh: 1

Results for Cc1ccc(-n2nc3c(c2NC(=O)c2ccc4c(c2)OCO4)CS(=O)(=O)C3)c(C)c1 ?
SIAE primary: 11; DDE Tn6 FP inh: -1; KLK7 zymogen act: 0.4; PRMT1 inh: 6; Tn7 DDE FP: 0; TCR-CD3 inh: 1; UHRF1 MBD2 ctr: 1; LEDGF integ inh: 3; TDP2 inh: 14; MBD2 inh: -6

Results for COc1ccc(Cl)cc1NS(=O)(=O)c1cc(Cl)ccc1OC ?
SIAE primary: -1; DDE Tn6 FP inh: -1; KLK7 zymogen act: 0.0; PRMT1 inh: 1; Tn7 DDE FP: -2; TCR-CD3 inh: 0; UHRF1 MBD2 ctr: 1; LEDGF integ inh: 1; TDP2 inh: -1; MBD2 inh: 7

Results for CCCCCN1CCCCC(NC(=O)C(C)CCC)C1=O (stereo not drawn) ?
SIAE primary: -2; DDE Tn6 FP inh: 12; KLK7 zymogen act: 0.5; PRMT1 inh: 3; Tn7 DDE FP: 3; UHRF1 MBD2 ctr: 0; LEDGF integ inh: -1; TDP2 inh: -5; MBD2 inh: 0

The closing two records of the section above come first, to join the parts:
Results for COc1ccc(Cl)cc1NS(=O)(=O)c1cc(Cl)ccc1OC ?
SIAE primary: -1; DDE Tn6 FP inh: -1; KLK7 zymogen act: 0.0; PRMT1 inh: 1; Tn7 DDE FP: -2; TCR-CD3 inh: 0; UHRF1 MBD2 ctr: 1; LEDGF integ inh: 1; TDP2 inh: -1; MBD2 inh: 7

Results for CCCCCN1CCCCC(NC(=O)C(C)CCC)C1=O (stereo not drawn) ?
SIAE primary: -2; DDE Tn6 FP inh: 12; KLK7 zymogen act: 0.5; PRMT1 inh: 3; Tn7 DDE FP: 3; UHRF1 MBD2 ctr: 0; LEDGF integ inh: -1; TDP2 inh: -5; MBD2 inh: 0

Results for CCCn1c(N2CCN(CC(=O)NCc3cccs3)CC2)nc2ccccc21 ?
SIAE primary: 1; DDE Tn6 FP inh: 0; KLK7 zymogen act: -0.2; PRMT1 inh: 0; Tn7 DDE FP: 5; TCR-CD3 inh: -4; UHRF1 MBD2 ctr: -1; LEDGF integ inh: 5; TDP2 inh: 1; MBD2 inh: -1

What do the screens show for `COc1ccccc1CNS(=O)(=O)c1ccc2c(c1)N(C(C)=O)CC(C)S2` (stereo not drawn)?
SIAE primary: 1; DDE Tn6 FP inh: 3; KLK7 zymogen act: 0.2; PRMT1 inh: -3; Tn7 DDE FP: 4; TCR-CD3 inh: 5; UHRF1 MBD2 ctr: -2; LEDGF integ inh: 1; TDP2 inh: 1; MBD2 inh: -5

What do the screens show for `COc1ccc(S(=O)(=O)NCc2cn3c(C)csc3n2)cc1F`?
SIAE primary: 7; DDE Tn6 FP inh: 0; KLK7 zymogen act: -0.1; PRMT1 inh: 2; Tn7 DDE FP: 2; TCR-CD3 inh: 0; UHRF1 MBD2 ctr: 0; LEDGF integ inh: -1; TDP2 inh: 5; MBD2 inh: 4

What do the screens show for `CC(=O)c1cccc(NC(=S)N2CCN(S(=O)(=O)c3ccc(F)cc3)CC2)c1`?
SIAE primary: -8; DDE Tn6 FP inh: 1; KLK7 zymogen act: -0.6; PRMT1 inh: 11; Tn7 DDE FP: 3; TCR-CD3 inh: 5; UHRF1 MBD2 ctr: 0; LEDGF integ inh: 0; TDP2 inh: -10; MBD2 inh: -7

How did COc1ccc(N(C(=O)CS(=O)CC(=O)Nc2ccc(F)cc2)C(C(=O)NC2CCCCC2)c2cccs2)cc1 (stereo not drawn) do in these assays?
SIAE primary: 5; DDE Tn6 FP inh: 5; KLK7 zymogen act: 0.1; PRMT1 inh: -2; Tn7 DDE FP: 1; TCR-CD3 inh: 5; UHRF1 MBD2 ctr: -2; LEDGF integ inh: 15*; TDP2 inh: 5; MBD2 inh: 0

Results for COc1ccccc1NC(=O)C(C)NS(=O)(=O)c1ccc(F)cc1 (stereo not drawn) ?
SIAE primary: 3; DDE Tn6 FP inh: 6; KLK7 zymogen act: -0.3; PRMT1 inh: 2; Tn7 DDE FP: 5; TCR-CD3 inh: -5; UHRF1 MBD2 ctr: 8; LEDGF integ inh: 5; TDP2 inh: 5; MBD2 inh: 0

How did CC(C)[C@H](NC(N)=O)C(=O)Nc1ccc(F)c(Cl)c1 do in these assays?
SIAE primary: 5; DDE Tn6 FP inh: -8; KLK7 zymogen act: -0.4; PRMT1 inh: -3; Tn7 DDE FP: -7; TCR-CD3 inh: 6; UHRF1 MBD2 ctr: 3; LEDGF integ inh: 1; TDP2 inh: 9; MBD2 inh: 3

Results for O=Cc1c[nH]c2ccc(S(=O)(=O)N3CCCCC3)cc12 ?
SIAE primary: -6; DDE Tn6 FP inh: -4; KLK7 zymogen act: -0.4; PRMT1 inh: 0; Tn7 DDE FP: -2; TCR-CD3 inh: -6; UHRF1 MBD2 ctr: 0; LEDGF integ inh: 1; TDP2 inh: 7; MBD2 inh: 3

Results for O=C1CC2CCCC(C1)S2=O (stereo not drawn) ?
SIAE primary: -4; DDE Tn6 FP inh: -3; KLK7 zymogen act: -0.3; PRMT1 inh: -6; Tn7 DDE FP: 4; TCR-CD3 inh: 7; UHRF1 MBD2 ctr: 1; LEDGF integ inh: 0; TDP2 inh: 12; MBD2 inh: 2

How did CC12CCC(=O)N1C(C(=O)Nc1ccc(F)cc1)CS2 (stereo not drawn) do in these assays?
SIAE primary: 0; DDE Tn6 FP inh: -3; KLK7 zymogen act: 0.2; PRMT1 inh: -2; Tn7 DDE FP: -18; TCR-CD3 inh: -6; UHRF1 MBD2 ctr: 4; LEDGF integ inh: 0; TDP2 inh: -12; MBD2 inh: 4

Results for O[C@@H]1CN(CC2CCCCC2)[C@@H](c2ccccc2)C[C@H]1n1cc(C2CC2)nn1 ?
SIAE primary: 0; DDE Tn6 FP inh: -9; KLK7 zymogen act: 0.3; PRMT1 inh: -1; Tn7 DDE FP: -4; TCR-CD3 inh: -15; UHRF1 MBD2 ctr: 3; LEDGF integ inh: 6; TDP2 inh: -9; MBD2 inh: -1

Results for CCOC(=O)C1=C(C)C/C(=N\NC(=O)c2ccccc2O)CC1 ?
SIAE primary: 3; DDE Tn6 FP inh: -1; KLK7 zymogen act: 0.4; PRMT1 inh: 1; Tn7 DDE FP: -6; TCR-CD3 inh: 14; UHRF1 MBD2 ctr: -2; LEDGF integ inh: -2; TDP2 inh: 0; MBD2 inh: 0

How did COc1cc(-c2nc(-c3ccccn3)no2)cc(OC)c1OC do in these assays?
SIAE primary: 0; DDE Tn6 FP inh: 10; KLK7 zymogen act: -0.2; PRMT1 inh: -3; Tn7 DDE FP: 8; TCR-CD3 inh: 1; UHRF1 MBD2 ctr: 1; LEDGF integ inh: -3; TDP2 inh: 1; MBD2 inh: -1

What do the screens show for `C=C1C(=O)c2sccc2C(c2ccc(OC)c(OC)c2)C1COC(C)=O` (stereo not drawn)?
SIAE primary: 1; DDE Tn6 FP inh: 0; KLK7 zymogen act: 0.0; PRMT1 inh: 24*; Tn7 DDE FP: 11; TCR-CD3 inh: -9; UHRF1 MBD2 ctr: 3; LEDGF integ inh: 7; TDP2 inh: -14; MBD2 inh: -3

Results for Cc1ccc(S(=O)(=O)Oc2ccccc2N2C(=O)C3CC=CCC3C2=O)cc1 (stereo not drawn) ?
SIAE primary: 0; DDE Tn6 FP inh: -1; KLK7 zymogen act: -0.5; PRMT1 inh: -2; Tn7 DDE FP: 4; TCR-CD3 inh: 12; UHRF1 MBD2 ctr: -1; LEDGF integ inh: -4; TDP2 inh: -7; MBD2 inh: -7

What do the screens show for `Cc1ccccc1OCC(=O)Nc1ccc(C(N)=O)cc1`?
SIAE primary: -6; DDE Tn6 FP inh: -7; KLK7 zymogen act: 0.2; PRMT1 inh: 1; Tn7 DDE FP: 3; TCR-CD3 inh: 6; UHRF1 MBD2 ctr: 1; LEDGF integ inh: 0; TDP2 inh: 5; MBD2 inh: -5

Results for Cc1ccc(S(=O)(=O)n2cnc3cc([N+](=O)[O-])ccc32)c(C)c1C ?
SIAE primary: 1; DDE Tn6 FP inh: -6; KLK7 zymogen act: 0.6; PRMT1 inh: 1; Tn7 DDE FP: -3; TCR-CD3 inh: -5; UHRF1 MBD2 ctr: 1; LEDGF integ inh: 5; TDP2 inh: 7; MBD2 inh: 6

What do the screens show for `CCOc1ccc(N2CC(C(=O)N3CCCCCC3)CC2=O)cc1` (stereo not drawn)?
SIAE primary: 10; DDE Tn6 FP inh: -3; KLK7 zymogen act: 0.6; PRMT1 inh: -5; Tn7 DDE FP: -1; TCR-CD3 inh: 2; UHRF1 MBD2 ctr: -2; LEDGF integ inh: 0; TDP2 inh: -19; MBD2 inh: 3
